Luc counter = counter-screen: inhibitors of Kinase-Glo firefly luciferase; Q27757; Kinase-Glo luciferase, ATP luminescence, 8 min; Potency, µM (highest dose often 38.3 µM), for inactives: at the top dose activity change, negative = inhibition, most hits filed as inhibitors; 0.28% of 200,000 active; AID 1379; also: potency is read from the fitted curve at half-maximal effect; % is scaled to controls: 0 for no effect and ±100 for the full control effect; nearly all actives have a fitted effect of over 60% in size
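Light output from Kinase-Glo luciferase with luciferin and 10 uM ATP in 50 mM imidazole pH 7.2, KCl, MgCl2, Tween 20, BSA; compound pin-delivered, 8-min ambient incubation, then luminescence read.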
L3MBTL1 inh = inhibitors of human L3MBTL1; 0.66% of 230,000 active; AID 485360; Q9Y468; AlphaScreen L3MBTL1–H3K9me1 peptide binding; Potency, µM (highest dose often 57.1 µM), without a hit: top-dose activity, negative = inhibition, usual class: inhibitors; also: potency is read from the fitted curve at half-maximal effect; % is scaled to controls: 0 for no effect and ±100 for the full control effect; nearly all actives have a fitted effect of over 60% in size
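L3MBTL1 (50 nM) pre-complexed 30 min with biotinylated H3(1-15)K9me1 peptide (75 nM), then compounds added for 30 min at room temperature; AlphaScreen streptavidin donor/nickel chelate acceptor beads (10 ug/mL final) read after 30 min dark incubation.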
NPSR antagonist = antagonists of human neuropeptide S receptor cAMP signaling. CHO-NPSR cells, cAMP TR-FRET, antagonist mode. Potency, µM (top dose mostly 38.3 µM), for the others: at the highest dose activity change, negative = inhibition, most hits filed as inhibitors. 1% of 220,000 active; also: potency is read from the fitted curve at half-maximal effect; % is scaled to controls: 0 for no effect and ±100 for the full control effect; nearly all actives have a fitted effect of over 50% in size; many of its hits are not listed in these tables
Target sequence (Q6W5P4 whole entry, looked up): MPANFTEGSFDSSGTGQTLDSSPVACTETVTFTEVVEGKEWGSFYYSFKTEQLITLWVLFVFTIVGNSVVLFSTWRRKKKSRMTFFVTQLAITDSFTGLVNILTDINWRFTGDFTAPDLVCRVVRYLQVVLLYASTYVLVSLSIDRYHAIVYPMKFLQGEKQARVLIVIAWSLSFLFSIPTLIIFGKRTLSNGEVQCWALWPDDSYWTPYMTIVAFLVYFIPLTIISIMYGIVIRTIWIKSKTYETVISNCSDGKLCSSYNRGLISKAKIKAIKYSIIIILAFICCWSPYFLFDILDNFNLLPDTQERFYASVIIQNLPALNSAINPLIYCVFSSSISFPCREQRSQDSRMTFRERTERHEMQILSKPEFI
Epigenetic reg = derepresses silenced GFP reporter in murine cells. AID 1865. 0.2% of 280,000 active. murine LDR cells, GFP reporter derepression, 30 h. Potency, µM (top dose mostly 53.9 µM), for the others: at the highest dose GFP activation, most hits filed as activators; also: potency is read from the fitted curve at half-maximal effect; % of control where 0% means no effect; nearly all actives have a fitted effect of over 60% in size
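In this reporter-derepression format, murine cells bearing a silenced integrated CMV-GFP locus incubate with test compound (30 h, 37 C), then are washed and imaged; fluorescent objects of 20–120 um count as induced cells.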
CBFb-RUNX1 inh = CBF-beta/RUNX1 interaction disruption. Q01196+Q13951. AlphaScreen CBFb-His/RUNX1-biotin binding, biochemical. Potency, µM (highest dose often 59.8 µM), without a hit: top-dose activity, negative = inhibition, usual class: inhibitors. 230,000 tested, under 10 active. AID 1477; also: % of control where 0% means no effect
Target sequence (Q01196 whole entry, looked up): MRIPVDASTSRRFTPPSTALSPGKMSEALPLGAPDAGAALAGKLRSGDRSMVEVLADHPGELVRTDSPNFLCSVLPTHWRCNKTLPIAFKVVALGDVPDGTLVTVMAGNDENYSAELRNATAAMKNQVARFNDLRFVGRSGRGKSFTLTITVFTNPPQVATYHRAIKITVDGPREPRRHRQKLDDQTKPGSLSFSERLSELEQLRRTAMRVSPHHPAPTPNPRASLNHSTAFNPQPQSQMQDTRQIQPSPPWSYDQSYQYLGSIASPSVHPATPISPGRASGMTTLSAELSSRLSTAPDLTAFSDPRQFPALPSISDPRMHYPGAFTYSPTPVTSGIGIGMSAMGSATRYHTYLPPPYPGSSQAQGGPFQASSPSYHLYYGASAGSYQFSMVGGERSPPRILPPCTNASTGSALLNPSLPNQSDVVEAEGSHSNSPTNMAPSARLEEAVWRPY
Target sequence (Q13951 whole entry, looked up): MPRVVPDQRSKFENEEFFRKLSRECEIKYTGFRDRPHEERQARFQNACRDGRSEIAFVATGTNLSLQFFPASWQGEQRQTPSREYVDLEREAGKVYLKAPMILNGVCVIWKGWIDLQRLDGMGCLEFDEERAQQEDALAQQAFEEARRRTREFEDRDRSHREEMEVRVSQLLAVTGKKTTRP
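His-tagged CBF-beta and biotinylated RUNX1 (30 nM each) were premixed 20 min at room temperature, exposed to compound for 15 min, then given nickel-chelate and streptavidin AlphaScreen beads (50 ng each). After 90 min, AlphaScreen signal was read.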
HTT aggregate = mutant huntingtin aggregation inhibition. PC12 HttQ103-GFP aggregates, Acumen cytometry, 40 h. Potency, µM (series often up to 46.1 µM), inactives show at the highest dose activity change, negative = inhibition, most hits filed as inhibitors. 1.1% of 220,000 active. AID 1688; also: potency is read from the fitted curve at half-maximal effect; % is scaled to controls: 0 for no effect and ±100 for the full control effect; nearly all actives have a fitted effect of over 60% in size
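Ecdysone-promoter PC12 model expressing HTT exon 1 Q103 fused to GFP, induced by tebufenozide at 100 nM final. Compounds titrated; aggregates sized 1–25 µm scored on a 488 nm laser cytometer.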
IMPase Li cell = membrane-permeable IMPase blocker, potentiated with lithium | 0.35% of 210,000 active | Potency, µM (titrated, usually from 59.4 µM), for inactives: top-dose activity, negative = IMPase inhibition, actives largely listed as inhibitors | CHO-M1 cells, IP1 TR-FRET (IP-One), carbachol + lithium;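 also: IP1 builds up when IMPase is blocked and the TR-FRET signal falls; potency is read from the fitted curve at half-maximal effect; plate controls were basal vehicle for no effect and high inhibitor control for full effect; nearly all actives have a fitted effect of over 50% in size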
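Test compounds were applied to CHO-M1 cells previously cultured for 16–30 h at 2000 per well. A small lithium amount accompanied them; after 30 min at 37C, IP1 was quantified by TR-FRET.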
Numbers without * were called inactive; ? = inconclusive; / = no result given; [ ] = remark or other dose. Calls follow the shape of the dose curve; as a rule, active = well fitted curve in the direction sought with a large enough effect; inconclusive = small, poorly fitted or top-dose-only effect, or another doubt; inactive = no such curve, though single readings can be large; an effect the other way counts as inactive or inconclusive. A portion of the library; the hit share may differ from the screen's.

Order of values – HTT aggregate	NPSR antagonist	L3MBTL1 inh	Luc counter	CBFb-RUNX1 inh	IMPase Li cell	Epigenetic reg
> COc1ccc(OC(=O)CCCN2C(=O)c3ccccc3C2=O)cc1
→ -6.3%	-8.2%[46.1 µM]	1.2%[11.4 µM]	0.7%	7.9%	-3.2%[38.3 µM]	0.9%
> COc1ccc(CNC(=O)CN(CC2CCCO2)C(=O)CNS(=O)(=O)c2ccccc2)cc1 (stereo unspecified)
→ 11.7%	1.1%[46.1 µM]	6.9%	5.0%	6.6%	-2.6%[38.3 µM]	-1.2%
> c1ccc(-n2cc(CN3CCCC3)c(-c3ccc4c(c3)OCO4)n2)cc1
→ 6.0%[9.22 µM]	-12.6%	?	3.2%	4.2%	15.4%	1.0%
> O=C1C2Sc3[nH]c(=O)sc3C(c3cc([N+](=O)[O-])ccc3O)C2C(=O)N1c1ccccc1 (stereo unspecified)
→ -26.4%[9.22 µM]	8.7%	-17.9%	/	-10.6%	/	7.3%
> O=C(Nc1ccccc1)C1=C(O)CC(c2ccc(Cl)cc2)N2CCN=C12 (stereo unspecified)
→ 11.7%	-41.3%	0.6%	-1.0%	-1.0%	5.9%	1.0%
> CSc1nc(Cl)c(Cc2ccc(OC(C)C)cc2)c(N(C)C)n1
→ -9.4%	-42.5%	29.3%	2.2%	18.2%	9.9%	0.0%
> OC(COc1ccc(CN2CCCCO2)cc1)CN1CCCCC1 (stereo unspecified)
→ -1.1%[9.22 µM]	-7.9%	8.8%	-1.1%	-0.1%	-6.4%	3.8%
> COC(=O)C1=C(C)N(C)C(=S)N(C)C1c1cccc(Br)c1 (stereo unspecified)
→ 11.4%	-54.6%	-11.9%[11.4 µM]	1.5%	?	17.5%	-0.3%
> Cc1cc(=O)n2nc(N3CCCC3C(=O)NCCCN3CCCCC3)sc2n1 (stereo unspecified)
→ -2.5%	0.7%[46.1 µM]	-0.1%	-8.6%	2.6%	-2.1%[38.3 µM]	0.2%
> CC(C)(C)Cc1cc(N)on1
→ -2.3%	9.8%	4.3%	3.2%	-3.0%	-0.8%	-3.0%
> NC(=O)CN1C(=O)C2C3c4ccccc4C(c4ccccc43)C2C1=O (stereo unspecified)
→ 1.3%	6.2%[46.1 µM]	-2.2%	-6.2%	0.9%	-14.6%[38.3 µM]	-0.9%
> Cc1ccc(C(=O)NCCCc2ccccc2)c(C)c1
→ -2.5%	6.0%	6.0%	-0.3%	-1.1%	-0.5%	-1.8%
> O=C1CC(SC(=Nc2ccccc2)Nc2ccccc2)C(=O)N1c1ccc(Cl)c(Cl)c1 (stereo unspecified)
→ 27.4%	-55.5%	-9.6%	1.4%	-9.9%	4.8%	7.7%
> COc1ccc(S(=O)(=O)N2CCCCC2)cc1
→ -19.1%	-4.6%[46.1 µM]	-2.8%	-4.9%	4.7%	4.6%[38.3 µM]	-1.1%
> CN1CCN(C(=O)/C(=C/c2cccs2)NC(=O)c2ccco2)CC1
→ 7.4%[9.22 µM]	4.3%	-2.1%	0.8%	2.1%	4.9%	-2.6%
> CCn1c(NC(=S)Nc2ccccc2)nc2ccccc21
→ -9.8%	-10.5%[46.1 µM]	?	-2.0%	-24.1%	-15.6%[38.3 µM]	1.9%
> Cc1cccc(C(=O)Nc2sc(-c3ccccc3)cc2C(=O)O)c1
→ -2.6%[9.22 µM]	12.6µM*	12.3%	/	19.7%	/	-1.8%
> CN(C[C@@H](CC1CCCCC1)N(C[C@H](Cc1ccccc1)N(CCc1ccccc1)N=O)N=O)N=O
→ -11.0%[9.22 µM]	5.1%	4.2%	/	8.6%	9.9%	1.7%
> Cc1cc(N2CCN(c3ccc(F)cc3)CC2)n2ncnc2n1
→ -34.1%[9.22 µM]	2.2%	/	/	8.0%	/	1.1%
> COc1ccc(Cl)cc1C(=O)Nc1ccc(N(C)C(C)=O)cc1
→ 18.3%	2.6%[46.1 µM]	/	16.5%	6.9%	27.3%[38.3 µM]	-5.0%

Just CBFb-RUNX1 inh, for some of the entries so far:
SMILES	CBFb-RUNX1 inh
CSc1nc(Cl)c(Cc2ccc(OC(C)C)cc2)c(N(C)C)n1	18.2%
OC(COc1ccc(CN2CCCCO2)cc1)CN1CCCCC1 (stereo unspecified)	-0.1%

Going on with the list:
Order of values – HTT aggregate	NPSR antagonist	L3MBTL1 inh	Luc counter	CBFb-RUNX1 inh	IMPase Li cell	Epigenetic reg
> CC(=O)c1ccc(OC(=O)c2cc3ccccc3oc2=O)cc1
→ 14.5%	11.7%	6.5%	-0.6%	2.1%	2.7%	1.7%
> COC(=O)c1ccc2nccnc2c1
→ 13.6%[9.22 µM]	13.7%	/	/	14.4%	/	0.4%
> CC(C)(C)c1ccc(SCC(N)=O)cc1
→ 1.5%	-11.0%[46.1 µM]	/	1.6%	3.4%	-9.3%[38.3 µM]	-0.7%
> COCCNC(=S)NN=C1CCCCCC1
→ 6.9%	-37.1%	/	-2.4%	-3.3%	10.9%	?
> CCOc1cc(-c2nc(-c3ccc(C)nc3OCC)no2)cc(OCC)c1OCC
→ -20.7%	-0.3%[46.1 µM]	-0.2%[11.4 µM]	-0.4%	4.5%	2.5%[38.3 µM]	0.0%
> CCCOc1ccc(C(=O)Nc2ccc(S(=O)(=O)Nc3onc(C)c3C)cc2)cc1
→ -8.4%	-19.5%	/	-1.0%	-9.7%	-3.1%	2.6%
> COc1ccc(Nc2nc(CC(C)=O)ns2)cc1
→ 21.3%	18.9%[46.1 µM]	12.4%	2.0%	-1.4%	2.2%	-1.0%
> CCOC(=O)C(=CNc1ccc(C)cc1C)C(=O)OCC
→ 6.0%	-13.1%[46.1 µM]	6.1%	2.6%	22.5%	-6.4%	-0.9%
> O=C(Nc1ccc(OC(F)F)cc1)c1ccccn1
→ 1.3%	13.0%	/	-3.4%	0.1%	-2.6%	0.9%
> CCOC(=O)C1CCN(S(=O)(=O)c2ccc(-c3nc4ccccc4s3)s2)CC1
→ 14.7%	-18.7%[46.1 µM]	-10.6%	4.8%	8.0%	-4.9%[38.3 µM]	2.1%
> COC(=O)CCCC1=CC2=C(c3ccccc3)C(=O)C(C)(OC(=O)C3CCCC3)C(=O)C2=CN1CCc1c[nH]c2ccccc12 (stereo unspecified)
→ -34.7%[9.22 µM]	-4.8%	/	-7.9%[7.66 µM]	?	9.3%	-2.4%
> COc1ccc(Cn2c(=O)[nH]c3cc(C(=O)NC4CCN(Cc5ccccc5)CC4)ccc32)cc1
→ /	-20.7%	-13.5%	-4.0%	2.7%	13.6%	-0.1%
> O=C(CC1(O)C(=O)N(CCc2ccccc2)c2ccccc21)c1ccco1 (stereo unspecified)
→ 14.5%	-10.8%[46.1 µM]	1.1%	0.8%	2.3%	1.1%[38.3 µM]	-1.1%
> COc1ccc(C(=O)/C=C(\C)Nc2ccc3c(c2)OCO3)cc1
→ 2.2%	-10.0%[46.1 µM]	-6.6%	-7.7%	-0.8%	-5.7%[38.3 µM]	-0.9%
> COC(=O)c1ccc(NC(=O)CN2C(=O)C3C4C=CC(C4)C3C2=O)cc1 (stereo unspecified)
→ 14.1%	-7.1%[46.1 µM]	/	-4.5%	-0.2%	21.0%[38.3 µM]	0.0%
> CC(C)NC(=S)NC(=O)/C=C/c1ccc(F)cc1
→ 16.2%	-2.6%	-3.0%	-1.7%	5.2%	-4.2%	-1.0%
> Cc1ccc(O)c(N=Cc2cc(Cc3ccccc3)cc([N+](=O)[O-])c2O)c1
→ 8.4%[9.22 µM]	-17.4%	-19.7%	-1.5%	?	5.6%	1.1%[10.1 µM]
> Cc1ccc(S(=O)(=O)NCC(=O)N(c2ccccc2)C(C(=O)NCc2ccccc2)c2ccco2)cc1 (stereo unspecified)
→ -18.6%	-5.4%	-14.1%	-5.4%	2.2%	10.5%	7.5%
> COc1ccc(-c2cn3ccsc3n2)cc1
→ 20.8%	-3.7%[46.1 µM]	-0.1%	-24.5%	-1.2%	-3.3%[38.3 µM]	0.0%
> CC(C)COc1ccc(-c2nn(-c3ccccc3)cc2C(=O)Nc2nccs2)cc1
→ -31.9%	-28.2%[46.1 µM]	/	-1.2%	-7.0%	50.5%[activator][38.3 µM]	1.7%
> Cc1cc(Br)ccc1NC(=O)CCN1C(=O)c2ccncc2C1=O
→ -10.2%	-9.7%[46.1 µM]	9.8%	-4.0%	7.7%	9.9%[38.3 µM]	-1.6%
> O=C(O)CCC(=O)N1CCc2cc(S(=O)(=O)N3CCC(Cc4ccccc4)CC3)ccc21
→ 2.8%	-14.0%[46.1 µM]	/	1.7%	-1.9%	-1.6%[38.3 µM]	-2.9%
> Cc1ccc(S(=O)(=O)c2cc3ccccc3oc2=Nc2ccc3c(c2)OCCO3)cc1
→ 10.9%	-15.1%	-1.7%	4.2%	?	3.6%	1.0%
> NCCNc1ccc2nnnn2n1
→ -18.2%	15.5%	/	-2.3%	7.7%	-1.2%	-0.1%
> O=C(Nc1nnc(CSCc2ccc(Cl)cc2)s1)c1cccc([N+](=O)[O-])c1
→ ?	9.2%	4.1%	-0.3%	-2.7%	6.4%	1.0%
> S=C(N/N=C1\C2CN3CCN(C2)CC1(c1ccccc1)C3)Nc1ccccc1
→ 7.7%	-29.3%	-4.3%	-4.2%	-21.7%	-5.5%	-1.3%
> O=C(NCCCn1ccnc1)c1cc(-c2ccc(Br)cc2)on1
→ -18.7%	16.2%	/	0.3%	-15.1%	-6.0%	0.0%
> COc1ccc(S(=O)(=O)n2oc(=O)cc2-c2ccccc2)cc1OC
→ -3.4%	9.5%[46.1 µM]	/	-0.5%	-5.4%	61.0%[activator][38.3 µM]	-1.0%
> Cc1cc(Cl)ccc1OCc1nc(-c2ccc(O)cc2)n[nH]1
→ 16.7%	-19.8%[46.1 µM]	8.9%	7.4%	9.1%	17.0%	-0.9%
> Cc1cccc(CSc2nnc(NC(=O)c3ccco3)s2)c1
→ -6.8%	-8.0%[46.1 µM]	1.7%	1.6%	-3.7%	-3.6%[38.3 µM]	0.0%
> Cc1ccc(NCc2ccc(O)c3ncccc23)cc1
→ -37.1%[9.22 µM]	52.1%	-25.0%	-5.3%	-1.9%	31.7%[activator]	-1.1%
> COc1ccc(C/C(N)=N/OC(=O)Cc2ccccc2)cc1
→ -8.5%	-3.4%[46.1 µM]	13.2%	-2.4%	20.7%	11.1%[38.3 µM]	0.0%
> N#CCN1CCN(CCC(=O)Nc2ccc(OCc3ccccc3)cc2)CC1
→ -9.0%	-0.8%[46.1 µM]	/	-2.7%	1.0%	26.9%[38.3 µM]	-5.4%
> COC(=O)c1cc(NC(=O)CN2CCOCC2)cc(C(=O)OC)c1
→ 18.2%	-15.7%[46.1 µM]	-0.7%	1.1%	-5.3%	3.3%[38.3 µM]	-0.9%
> Cc1ccc([N+](=O)[O-])cc1N(CC(=O)NC1CCCC1)S(C)(=O)=O
→ -6.4%	5.4%	?	-4.6%	14.7%	5.7%	-0.4%

Assay outcomes: PubChem, National Center for Advancing Translational Sciences (NCATS)
